# RBBP9 inh: human RBBP9 hydrolase inhibition | AID 1515 | 220,000 compounds, 0.2% hits | O75884 | inhibition, % at 7.94 µM | recombinant RBBP9, FP-Rh probe fluorescence polarization;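 active means inhibition above the campaign mean of all tested compounds plus 3 SD, cut at about 14% in these data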;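 further: plate controls were DMSO wells with RBBP9 for no effect and wells lacking RBBP9 protein for full effect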
# Target sequence (O75884 whole entry, looked up): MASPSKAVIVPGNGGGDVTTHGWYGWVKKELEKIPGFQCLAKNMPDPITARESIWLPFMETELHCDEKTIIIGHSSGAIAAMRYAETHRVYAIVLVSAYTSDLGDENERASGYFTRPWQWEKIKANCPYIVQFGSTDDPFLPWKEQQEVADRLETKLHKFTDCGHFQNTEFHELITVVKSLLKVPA
#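 Measured by: FP readout at 525/598 nm; material: recombinant human RBBP9; also added: Serine-hydrolase probe FP-Rh, 375 nM pre-mixing; medium: Tris buffer pH 8.0, NaCl, Pluronic; replication: one well per compound; doses: one concentration, 7.94 µM nominal, 0.794% DMSO; timing: preincubation 30 min plus labeling 45 min at 25 °C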
# Runt-SMMHC FRET: blocks binding of human RUNX1 Runt domain to CBFb-SMMHC; Q01196+Q13951; Cerulean-Runt/Venus-CBFb-SMMHC FRET ratio 530/480, 1 h; inhibition, % at 20 µM; 220,000 compounds, 0.74% hits; AID 1434;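 active means mean inhibition across duplicate retests at 20 µM reaching about 50%, limit read from the data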;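 further: 0% = DMSO wells and 100% = wells with excess untagged CBFb-SMMHC; inhibitors lower the FRET ratio by blocking Runt binding to CBFb-SMMHC; some results filed as inactive read as strong as hits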
# p97 ATPase inh: blocks human p97 ATPase activity; P55072; recombinant p97 ATPase, Kinase-Glo ATP luminescence, 3 h; inhibition, % at 8 µM; 220,000 compounds, 0.42% hits; AID 1481; in the data active means inhibition above about 15%;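 further: 0% = DMSO vehicle and 100% = wells lacking enzyme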
# Runt-CBFb FRET: inhibitors of human RUNX1 Runt domain binding to CBFb | Cerulean-Runt/Venus-CBFb FRET ratio 530/480, 1 h | inhibition, % at 20 µM | 220,000 compounds, 0.46% hits | AID 1496;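 active means inhibition over about 50% at 20 µM in the single-dose screen, limit read from the data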;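 further: 0% = DMSO wells and 100% = excess unlabeled CBFb competitor control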
#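 Measured by: fluorescence energy transfer, 422 nm excitation, 530/480 nm emission; test system: Cerulean-tagged RUNX1 Runt domain (FRET donor) fusion protein; buffer or medium: Tris pH 7.5 buffer with BSA; compound: one dose, 20 µM compound, 1% DMSO; times: two 1 h room-temperature incubations shielded from light; benchmarks: unlabeled CBFb 5 µM, positive control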
# m-calpain inh: blocks pig calpain II enzyme activity. purified calpain II, fluorogenic peptide substrate, 30 min. inhibition, % at 16 µM. 220,000 compounds, 0.37% hits;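 active means inhibition above about 50%, limit read from the data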
# EBV gp42 inh: blocks Epstein-Barr virus glycoprotein 42 binding. Fluorescence polarization binding assay, mP read-out. 220,000 compounds, 0.42% hits. inhibition, % (tested at 21.74 µM). Q1HVG2. AID 1085; in the data active means inhibition above about 50%
# Target sequence (Q1HVG2 whole entry, looked up): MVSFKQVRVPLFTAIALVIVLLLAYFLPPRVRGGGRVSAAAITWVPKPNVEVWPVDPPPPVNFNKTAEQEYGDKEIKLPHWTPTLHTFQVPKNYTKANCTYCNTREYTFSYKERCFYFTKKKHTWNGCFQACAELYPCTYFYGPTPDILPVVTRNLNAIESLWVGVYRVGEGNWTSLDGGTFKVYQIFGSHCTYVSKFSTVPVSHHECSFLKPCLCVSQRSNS
# Tb hexokinase: blocks Trypanosoma brucei hexokinase 1 activity; recombinant TbHK1, G6PDH-coupled NADH A340; inhibition, % at 10 µM; 220,000 compounds, 0.11% hits; AID 1430;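 active means inhibition of 50% or more in the single-dose primary screen; inactive means inhibition below 50%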
# Furin inh: blocks human furin protease activity; P09958; purified furin, fluorogenic substrate cleavage; inhibition, % at 30 µM; 220,000 compounds, 0.061% hits; in the data active means inhibition above about 25%; further: inactives centre near -15
# Target sequence (P09958 108-714 limits assumed): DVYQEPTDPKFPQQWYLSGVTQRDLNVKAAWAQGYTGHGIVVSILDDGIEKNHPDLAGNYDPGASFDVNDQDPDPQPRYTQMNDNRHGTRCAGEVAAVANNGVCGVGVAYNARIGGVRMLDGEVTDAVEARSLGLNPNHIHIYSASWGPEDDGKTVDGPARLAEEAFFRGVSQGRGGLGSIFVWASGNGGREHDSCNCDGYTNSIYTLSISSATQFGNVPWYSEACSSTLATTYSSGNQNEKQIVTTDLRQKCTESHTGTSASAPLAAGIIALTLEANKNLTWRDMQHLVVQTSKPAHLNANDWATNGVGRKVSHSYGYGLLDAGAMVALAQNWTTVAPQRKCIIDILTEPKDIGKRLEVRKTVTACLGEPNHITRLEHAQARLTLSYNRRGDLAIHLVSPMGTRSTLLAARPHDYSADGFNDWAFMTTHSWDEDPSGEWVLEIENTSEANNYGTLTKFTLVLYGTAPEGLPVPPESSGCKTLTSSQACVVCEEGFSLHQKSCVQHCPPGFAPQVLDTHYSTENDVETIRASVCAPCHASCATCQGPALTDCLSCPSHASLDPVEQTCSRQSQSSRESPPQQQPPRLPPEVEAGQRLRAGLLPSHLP
# NCF1 inh: inhibitors of human p47phox binding. inhibition, % at 24.7 µM. AID 1274. p47phox/p22phox peptide binding, fluorescence polarization, 2 h. P14598. 220,000 compounds, 0.53% hits;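 active means inhibition above about 30%, limit read from the data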;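 further: 0% = p47phox with labelled peptide and 100% = labelled peptide alone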
# Starred values were filed as active, the others as inactive; [ ] = dose if it differs, or a comment.
Compound,m-calpain inh,p97 ATPase inh,Runt-SMMHC FRET,Furin inh,Tb hexokinase,RBBP9 inh,Runt-CBFb FRET,EBV gp42 inh,NCF1 inh
C=CCNc1sc(C(=O)c2ccc(Br)s2)c(N)c1C#N,-200,-5,-24,-4[20 µM],-20,2,-2,-51,-31
COc1ccc(CCNC(=O)C2CC(=O)N(c3ccc(F)cc3)C2)cc1OC (stereo not drawn),-20,4,2,-31,1,-8,-4,-10,-7
CC(C)(O)C#Cc1ccc(C(=O)N2CCN(c3ccc([N+](=O)[O-])cc3)CC2)cc1,-11,2,-8,-13,-6,0,-3,-6,-15
Nc1c(-c2ccsc2)cnc2ncnn12,16,4,-2,-29,-1,-10,2,-4,-7
CCc1cc(C(=O)Nc2ccccc2)cs1,24,1,2,-20,6,-3,-4,-9,-11
Cc1ccc(OCCn2cnc3c(N)ncnc32)cc1,-8,-1,2,-15[20 µM],3,-7,5,-7,-7
CCCCc1nc2c(=O)[nH]c3ccccc3c2o1,-10,-4,-1,-4,8,-5,-2,-23,-5
O=C(Cn1c(COc2ccccc2)nc2ccccc21)Nc1cc(Cl)ccc1Cl,-19,6,-1,-18,8,-10,-2,8,10
CC(C)(C)NC(=O)C(c1ccccn1)N(C(=O)C1CSC(=O)C1)c1cccc(F)c1 (stereo not drawn),-22,1,1,-37,0,6,-2,-7,-14
COc1ccc(/C=C(/C#N)C(=O)Nc2cc(C)ccc2C)cc1C(=O)O,-9,5,-6,-4[20 µM],-41,-3,1,-6,163*
C=CCNC(=O)c1ccc(N(C)S(=O)(=O)c2ccc(OC)cc2)cc1,2,-5,3,-2[20 µM],33,0,3,-12,26
O=C(COC(=O)c1ccc(Br)c(S(=O)(=O)N2CCOCC2)c1)NCC1CCCO1 (stereo not drawn),-36,-1,1,-11,-4,-6,31,-15,-10
CCc1ccc(S(=O)(=O)NCCc2csc(C)n2)s1,-31,2,0,-8,0,2,-1,1,4
CC(=O)c1ccc(O)c(CSC2=NCCS2)c1,29,-6,0,-5,-18,-6,-1,-2,-2
O=C(Cc1cccs1)Nc1ccc(-c2nnc(-c3ccco3)o2)cc1,-33,6,-1,-21,3,-10,-2,-11,-5
COc1ccc(/C(O)=C2/C(=O)C(=O)N(CCN(C)C)C2c2ccccc2)cc1Cl (stereo not drawn),1,2,-1,-15,-17,8,3,-14,-5
Cc1ccc(C)c(-n2c(SCC(N)=O)nnc2-c2ccccn2)c1,10,-9,2,-18,6,-2,-1,-6,-14
Cc1ccc(-c2c(C#N)c(N)nc3c2CCCCC3)cc1,-53,-4,1,-21[20 µM],-17,-1,0,2,-14
Cc1cccc(NC(=O)c2oc3ccc(S(=O)(=O)N4CCOCC4)cc3c2C)c1C,-41,6,-2,-9,18,-13,2,-3,-16
COc1ccc(-c2csc(NC(=O)c3ccc(N4C(=O)CCC4=O)cc3)n2)cc1OC,-55,-3,2,-17,-2,-8,2,-8,-1

# Twelve structures from above, arranged by molar mass, high to low.
Compound,m-calpain inh,p97 ATPase inh,Runt-SMMHC FRET,Furin inh,Tb hexokinase,RBBP9 inh,Runt-CBFb FRET,EBV gp42 inh,NCF1 inh
O=C(COC(=O)c1ccc(Br)c(S(=O)(=O)N2CCOCC2)c1)NCC1CCCO1 (stereo not drawn),-36,-1,1,-11,-4,-6,31,-15,-10
CC(C)(C)NC(=O)C(c1ccccn1)N(C(=O)C1CSC(=O)C1)c1cccc(F)c1 (stereo not drawn),-22,1,1,-37,0,6,-2,-7,-14
O=C(Cn1c(COc2ccccc2)nc2ccccc21)Nc1cc(Cl)ccc1Cl,-19,6,-1,-18,8,-10,-2,8,10
C=CCNc1sc(C(=O)c2ccc(Br)s2)c(N)c1C#N,-200,-5,-24,-4[20 µM],-20,2,-2,-51,-31
C=CCNC(=O)c1ccc(N(C)S(=O)(=O)c2ccc(OC)cc2)cc1,2,-5,3,-2[20 µM],33,0,3,-12,26
O=C(Cc1cccs1)Nc1ccc(-c2nnc(-c3ccco3)o2)cc1,-33,6,-1,-21,3,-10,-2,-11,-5
COc1ccc(/C=C(/C#N)C(=O)Nc2cc(C)ccc2C)cc1C(=O)O,-9,5,-6,-4[20 µM],-41,-3,1,-6,163*
Cc1ccc(C)c(-n2c(SCC(N)=O)nnc2-c2ccccn2)c1,10,-9,2,-18,6,-2,-1,-6,-14
CCc1ccc(S(=O)(=O)NCCc2csc(C)n2)s1,-31,2,0,-8,0,2,-1,1,4
Cc1ccc(-c2c(C#N)c(N)nc3c2CCCCC3)cc1,-53,-4,1,-21[20 µM],-17,-1,0,2,-14
CC(=O)c1ccc(O)c(CSC2=NCCS2)c1,29,-6,0,-5,-18,-6,-1,-2,-2
CCc1cc(C(=O)Nc2ccccc2)cs1,24,1,2,-20,6,-3,-4,-9,-11

# Profiles, looked up by structure.
# CC(C)(O)C#Cc1ccc(C(=O)N2CCN(c3ccc([N+](=O)[O-])cc3)CC2)cc1 is listed with m-calpain inh = -11; p97 ATPase inh = 2; Runt-SMMHC FRET = -8; Furin inh = -13; Tb hexokinase = -6; RBBP9 inh = 0; Runt-CBFb FRET = -3; EBV gp42 inh = -6; NCF1 inh = -15
# COc1ccc(/C=C(/C#N)C(=O)Nc2cc(C)ccc2C)cc1C(=O)O is listed with m-calpain inh = -9; p97 ATPase inh = 5; Runt-SMMHC FRET = -6; Furin inh = -4[20 µM]; Tb hexokinase = -41; RBBP9 inh = -3; Runt-CBFb FRET = 1; EBV gp42 inh = -6; NCF1 inh = 163*

# More entries follow:
Compound,m-calpain inh,p97 ATPase inh,Runt-SMMHC FRET,Furin inh,Tb hexokinase,RBBP9 inh,Runt-CBFb FRET,EBV gp42 inh,NCF1 inh
COc1ccc(-c2nn(-c3ccccc3C)cc2CNC(C)c2cn(C)nc2C)cc1F (stereo not drawn),5,-1,-2,-14,9,-7,1,24,18
COC(=O)c1ccccc1NC(=O)COC(=O)CSCC(=O)N1CCOCC1,7,6,-3,-15,5,5,-2,-11,-4
CCOc1ccc(NC(=O)C(C)O)c(NS(=O)(=O)c2ccc(CCNC(C)=O)cc2)c1 (stereo not drawn),6,4,1,-18[20 µM],-2,-8,2,1,-1
Cn1cccc1CC(=O)N/N=C/c1ccc([N+](=O)[O-])cc1,-13,4,0,-19,-52,-6,1,-7,-9
COc1ccc(CNC(=O)c2cccc(-c3ccc(C)c4ccccc34)n2)cc1,30,-8,-1,-1,7,-20,-3,2,1
COc1ccc(S(=O)(=O)N(CC(=O)NCc2ccco2)c2ccccc2)cc1,35,5,-6,-19[20 µM],1,3,-1,1,5
CCOc1ccc(-c2csc(NC(=O)CSC3=NC(=O)CN3C(C)=O)n2)c2ccccc12,-55,2,0,-8,-3,-7,-6,130*,-25
Cc1nn(-c2ccccc2)c2c1C1(C(=O)N(C(C)C)c3ccccc31)C(C#N)=C(N)O2 (stereo not drawn),-4,-7,5,-8,3,-6,2,-6,-3
c1ccn2c(SCc3ccc4c(c3)OCO4)nnc2c1,-16,-2,0,-23,1,-12,1,-13,-26
CC(=O)N1CCc2cc(S(=O)(=O)NCCC(=O)NC3CCN(Cc4ccccc4)CC3)ccc21,-4,-2,-2,-25,1,-5,0,-2,-3
COc1cc2c(cc1OC)C(C(=O)N1CCN(c3ccccn3)CC1)C(c1cccs1)N(C)C2=O (stereo not drawn),1,-3,-3,-18,36,-6,0,-8,-1
O=C(NCc1ccc2c(c1)OCO2)c1ccc(S(=O)(=O)NCC2CCCO2)cc1 (stereo not drawn),-3,2,1,-18[20 µM],0,0,2,-7,-12
O=C(NCc1ccccc1Cl)C1CCN(C(=O)c2sccc2-n2cccc2)CC1,16,-2,-2,-19,3,1,0,-2,-10
Cc1cccc(S(=O)(=O)Nc2ccc(-c3cn4ccccc4n3)cc2)c1,-159,3,1,-4,-14,-5,0,12,-20
Nc1nc(Cn2nnc(-c3ccccc3Cl)n2)nc(N2CCOCC2)n1,-48,1,6,-15,-6,-6,-1,-5,-2
CNc1nc(Cl)c(SC)c(N2CCOCC2)n1,22,3,0,-7,4,-3,1,1,-6
c1ccc(-c2nc(-c3cccs3)[nH]c2-c2ccccc2)cc1,-32,4,-2,-20[20 µM],4,-12,-2,-11,-15
COc1ccc2c(c1)CCc1sc(NC(=O)c3ccc(C)cc3)nc1-2,-119,-3,-1,-15[20 µM],0,-9,4,-10,3
Cc1cc(C)n2nc(SCC(=O)Nc3c(C)nn(-c4ccccc4)c3C)nc2n1,-25,-1,0,-9,7,-4,1,-14,-6
CC(C(N)=O)N1C(=O)c2cccc3cccc1c23 (stereo not drawn),-201,-3,-20,-14[20 µM],-18,-4,-4,-8,4
C=C(C)COc1ccc2c(CC)cc(=O)oc2c1C,-26,0,-1,-10,26,0,-7,-11,-8
N#CCSC1=Nc2ccccc2C2=NC(CCC(=O)N3CCN(c4ccccc4)CC3)C(=O)N12 (stereo not drawn),-142,5,0,-14[20 µM],-12,3,4,-14,-29
O=C(O)C1=C[C@@H](c2ccc3c(c2)OCO3)C[C@@H](OCc2ccc(CO)cc2)O1,10,8,2,-37,-6,5,2,-15,-8
CN(c1ccccc1)S(=O)(=O)c1ccc(NC(=O)c2ccco2)cc1,16,1,0,-26,1,-5,1,-8,-16
COc1ccc(/C=N/NC(=O)c2ccc(CSc3nc(C)cc(C)n3)cc2)cc1O,-38,6,0,-7,-26,-1,1,0,-15
COc1cc(Cl)cc(/C=N/NC(N)=O)c1O,-325,0,19,-22,-12,-6,12,-5,-1
CCCOc1ccc(N2C(=O)CC(N(CCc3ccc(OC)c(OC)c3)C(=O)c3ccccc3)C2=O)cc1 (stereo not drawn),4,-8,-3,-9,0,0,-1,4,13
CN(C)C(=O)N1CCCC(C(=O)NCCc2ccccc2)C1 (stereo not drawn),-11,4,-3,-3[20 µM],-3,0,-1,-1,-2
COc1ccccc1-n1c(-c2ccccc2)n[nH]c1=S,-29,7,11,-30,2,3,8,-5,1
O=C(NCCc1c[nH]c2ccccc12)/C(=C/c1cccnc1)NC(=O)c1ccccc1,-36,7,-1,-29,-4,-6,0,-14,-13
O=C1CCc2cc(S(=O)(=O)NC(Cc3ccccc3)C(=O)N3CCN(c4ccccn4)CC3)ccc2N1 (stereo not drawn),-24,6,4,-32,0,-8,0,-23,-7
O=C(Nc1ccncc1)c1ccccc1F,7,3,0,-6,0,-2,-2,2,6
CCOC(=O)c1nn(-c2ccccc2)c(C#N)c1NC(=O)c1nn(CC)cc1Br,-38,4,-3,-30[20 µM],-2,-2,-2,-22,-25
Clc1ccc(CSc2nc3ccncc3[nH]2)cc1,17,-13,-1,-25,2,-10,0,-2,-14
CCN(C1CCCCC1)S(=O)(=O)c1ccc(S(=O)(=O)NCc2ccncc2)cc1,-8,-4,5,-6,-2,-11,-1,-16,-11
CSCCCNC(=O)c1ccccc1OC1CCN(S(C)(=O)=O)CC1,-6,4,-5,-21,0,-9,-2,-16,-4
CN1CCN(Cc2ccc(Sc3ccc(Cl)cc3)c([N+](=O)[O-])c2)CC1,14,-7,-5,-10,3,-10,-2,2,-1

# Source: PubChem
